Screens: PubChem, National Center for Advancing Translational Sciences (NCATS)
aSyn yeast rescue: inhibitors of alpha-synuclein toxicity in yeast; S. cerevisiae alpha-synuclein toxicity rescue, BacTiter-Glo growth, 24 h; Potency, µM (series often up to 46.1 µM), without a hit: at the top dose growth rescue (activation), actives largely listed as activators; 94,000 compounds, 0.02% hits; AID 1347070; active means well fitted activation curve with a large enough effect; inconclusive means small, poorly fitted or top-dose-only effect; further: 0% is about no effect
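Growth restoration measured by BacTiter-Glo luminescence after 24 hr at 30 deg C; alpha-synuclein yeast, raffinose-pregrown to mid-log, were added at OD600=0.02 in galactose medium onto pinned compounds.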
* = called active by the depositor; ? = inconclusive; [ ] = another dose, or the depositor's remark. Potency means the concentration at half of the fitted maximal effect. This is a subset; rates above refer to the full screens.

Structure,aSyn yeast rescue
Cc1cccc(-c2ncc(CN3CCN(CCC(C)C)C(CCO)C3)cn2)c1 (configuration not stated),11%
CC(Sc1nnc(COc2ccc([N+](=O)[O-])cc2)n1-c1ccccc1)C(=O)O (configuration not stated),12%
O=C(Nc1cc(-c2cccc(Cl)c2)nn1-c1ccccc1)c1ccccc1F,-12%
Cc1ccc(NC2=NC(=S)N(CC#N)C23CCCCC3)cc1,6%
CCCCCCn1c(=O)n2n(c1=O)C[C@]1(OC(=O)NC3CCCC3)CN(S(=O)(=O)c3ccc(C)cc3)C[C@]1(O)C2,6%
CCc1ccc(NC(=O)N[C@H](C(=O)O)C(C)CC)cc1 (some centres not stated),3%
CCOc1c(Nc2cccc(Cl)c2)c(=O)c1=O,6%
COCCCNC(=S)NC1CC2CCC(C1)N2Cc1ccccc1 (configuration not stated),-5%

Structure,aSyn yeast rescue
Cc1ccc(Cn2c(=O)c3c(nc4n3CCN4c3cc(C)cc(C)c3)n(C)c2=O)cc1,-5%
COc1ccc(C(=O)COC(=O)CCCC(=O)Nc2cc(C(F)(F)F)ccc2Cl)cc1,2%
COc1ccc(-c2csc3nc(-c4ccc(Cl)cc4)oc(=O)c23)cc1,-3%
CCOC(=O)C1CCCN(Cc2nc(CC3CC3)no2)C1 (configuration not stated),-5%
CCOC(=O)c1oc2ccccc2c1COC(=O)CNC(=O)c1ccccc1F,4%
CCOc1ccc(-c2c(C)nn3c(C)c(C(=O)Nc4cccc(Cl)c4C)cnc23)cc1OCC,2%
COc1ccc(NC2=CC(=O)N(C)C2=O)cc1,-4%
COC(=O)c1c(NC(=S)NN2CCN(C)CC2)sc2c1CCC(C)C2 (configuration not stated),-6%

Structure,aSyn yeast rescue
COc1ccc(Cc2nnc(-c3ccccc3)o2)cc1,6%
CC(C)(C)C(=O)Nc1nnc2n1CCS2,-5%
CCN1CCN(Cc2ccc(NC(=O)c3cc(NC(=O)N4CCNC4=O)cc(OC)c3)cc2C(F)(F)F)CC1,0%
CC1=C(c2ccc(C(C)C)cc2)S(=O)(=O)N=C1N1CCC(C(=O)Nc2ccc(C)cc2)CC1,-3%
COc1ccc(NC(=O)CSc2nnc(Cc3ccc(C)cc3)c(=O)n2N)cc1,2%
COc1cc(/C=N/N=C2/SCC(=O)N2c2ccc(O)cc2)ccc1O,-38%[inhibitor]
CCCNC(=O)NC(=O)c1cnccc1C(F)(F)F,-13%
CCCC(=O)Nc1nnc(SCc2cc(=O)n3ccccc3n2)s1,-8%

Structure,aSyn yeast rescue
O=C(Nc1cc2c3c(c1)CC(=O)N3CCC2)c1ccco1,-33%[inhibitor]
CCOc1ccc2nc(N3CCCC(C(=O)Nc4cc(Cl)c(OC)cc4OC)C3)sc2c1 (configuration not stated),-5%
CCC(=O)N1CCN(c2nc3c(C)cccc3s2)CC1,2%
COCCCNC(=O)c1cn(C)c(=O)c2c1c1ccccc1n2C,12%
CC1(C)Cc2cccc(OCC(=O)Nc3ccc(S(N)(=O)=O)cc3)c2O1,-5%
COc1cc(NC(=O)c2cc3c(=O)oc4ccc(C)cc4c3s2)cc(OC)c1OC,3%
O=C(/C=C/c1ccc(Cl)cc1Cl)N1CCc2ccccc21,-11%
COc1cc(O)ccc1/C=N/NC(=O)c1ccc([N+](=O)[O-])cc1,-1%

Structure,aSyn yeast rescue
Cc1ccc(Nc2c(-c3ccsc3)nc3cccc(C)n23)cc1,-28%
COC(=O)c1ccc(NC(=O)CN2C(=O)CC(c3ccccc3)Sc3ccccc32)cc1 (configuration not stated),9%
COc1cccc(CNS(=O)(=O)c2cc3[nH]c(=O)c(=O)[nH]c3cc2C)c1,-1%
Cc1cccc(C)c1-n1nnnc1-c1cnccc1C(F)(F)F,2%
COc1ccc(-c2csc(-c3c(N)c(C(=O)c4ccc(OC)c(OC)c4)n4ccccc34)n2)cc1,5%
CC1CCN(C(=O)c2cc3c(=O)n(C)c4ccccc4c3s2)CC1,-4%
CCc1nnc(NC(=O)c2ccc(N3C(=O)CCC3=O)cc2)s1,1%
COc1ccc(/C=N/NC2=NS(=O)(=O)c3ccccc32)cc1OC,5%

No new results follow: entries from further up.
Structure,aSyn yeast rescue
Cc1ccc(Nc2c(-c3ccsc3)nc3cccc(C)n23)cc1,-28%
COC(=O)c1ccc(NC(=O)CN2C(=O)CC(c3ccccc3)Sc3ccccc32)cc1 (configuration not stated),9%
COc1cccc(CNS(=O)(=O)c2cc3[nH]c(=O)c(=O)[nH]c3cc2C)c1,-1%

Part of the list above in order of number of heavy atoms, highest first:
Structure,aSyn yeast rescue
COc1ccc(NC(=O)CSc2nnc(Cc3ccc(C)cc3)c(=O)n2N)cc1,2%
CC1(C)Cc2cccc(OCC(=O)Nc3ccc(S(N)(=O)=O)cc3)c2O1,-5%
COC(=O)c1c(NC(=S)NN2CCN(C)CC2)sc2c1CCC(C)C2 (configuration not stated),-6%
COCCCNC(=O)c1cn(C)c(=O)c2c1c1ccccc1n2C,12%
COc1ccc(Cc2nnc(-c3ccccc3)o2)cc1,6%
CC(C)(C)C(=O)Nc1nnc2n1CCS2,-5%

The list goes on.
Structure,aSyn yeast rescue
COc1ccc(OC)c2c1C(=O)CC2C (configuration not stated),-7%
CCc1nc2ccccc2n2c(-c3ccc(C)cc3)c3c(=O)n(C)c(=O)n(C)c3c12,-3%
Cc1cc(C)n(-c2nc3ccccc3nc2Nc2ccc(Cl)c(C(=O)OC(C)C)c2)n1,-3%
Cc1ccc(C(=O)NCC(=O)OC(C)C(=O)NC2CCCCC2C)cc1C (configuration not stated),7%
COc1ccc(OCC(=O)N(Cc2sccc2C)C2CCS(=O)(=O)C2)cc1 (configuration not stated),5%
COc1cnc(SC)nc1Nc1ccc(C#N)cc1,8%
CCN(CC)CCN(C(=O)c1ccco1)c1nc2cc(C)cc(C)c2s1,-7%
Cc1ccc(NC(=O)CN2C(=O)CCc3cc(S(=O)(=O)N4CCOCC4)ccc32)cc1N(C)C,4%

2 entries picked at random from the list so far, as already listed:
Structure,aSyn yeast rescue
CCN(CC)CCN(C(=O)c1ccco1)c1nc2cc(C)cc(C)c2s1,-7%
CCc1nc2ccccc2n2c(-c3ccc(C)cc3)c3c(=O)n(C)c(=O)n(C)c3c12,-3%

More compounds
molecule	aSyn yeast rescue
COc1ccc2oc(C(=O)OCC(=O)Nc3cc(S(=O)(=O)N4CCOCC4)ccc3C)c(C)c2c1	2%
O=C(c1ccccc1)N1CCN(C(=O)c2ccc3c(c2)OCO3)CC1	-6%
O=C(c1ccc2ncsc2c1)N1CCCC(C(F)(F)F)C1 (configuration not stated)	3%
COC(=O)CN1C(C(=O)c2ccccc2)=C(OC(=O)c2ccc(C)cc2)c2ccccc2S1(=O)=O	-9%
CN(CC(=O)Nc1cccc(F)c1)C(=O)c1ccc(N2CCCC2)c([N+](=O)[O-])c1	8%
CC(C)C(NS(=O)(=O)c1ccc2c(c1)oc(=O)n2C)C(=O)NCCc1ccccc1 (configuration not stated)	3%
Cc1ccc([N+](=O)[O-])cc1S(=O)(=O)Nc1ccc(-c2ccc(N3CCCC3)nn2)cc1	-2%
CN(Cc1nc2ccccc2s1)C(=O)c1ccc(F)cc1	1%
CCC1CN(C(=O)NCc2ccc(C)cc2)c2ccccc2O1 (configuration not stated)	20%
O=C(NNC(=O)c1ccccc1[N+](=O)[O-])c1ccco1	-4%
O=C(CN(C(=O)CNC(=O)c1cccs1)c1ccccc1F)NC1CCCCC1	-10%
COc1ccc(-c2ccc(SCC(=O)NC3CCCC3)nn2)cc1	-2%
Cc1ccc(OCCCSc2nc(-c3ccc(C(C)(C)C)cc3)nc3cc(=O)[nH]n23)cc1C	8%
Nc1c(-c2nc(-c3ccccc3Cl)no2)nnn1-c1ccccc1F	-4%
CCOc1ccc(C(=O)NCCc2ccc3c(c2)OCCO3)cc1	1%
CN1C(=O)c2ccccc2Sc2ccc(NC(=O)COc3ccc(Cl)cc3)cc21	0%
O=C(CCNC(=O)C1CCN(S(=O)(=O)c2ccc(F)cc2)CC1)NCc1ccccn1	0%
CCOc1ccc(C2=C(C(C)=O)Sc3nnc(C)n3N2C(C)=O)cc1	-24%
Cc1ccc(OCC(=O)OCc2cc(=O)n3nc(-c4cccs4)sc3n2)cc1C	-3%
O=C(CSc1ccccc1C(=O)O)NCc1ccc(Cl)cc1	-10%
O=C(Oc1coc(CSc2ncccn2)cc1=O)c1ccco1	20%
O=C(NCCS(=O)(=O)N1CCN(c2ccccc2)CC1)C(c1ccccc1)c1ccccc1	-7%
CC(C)Cn1c2c(c(O)c(C(=O)Nc3nc4ccccc4s3)c1=O)CCCC2	-4%
c1ccc(-c2cc3c(N4CCN(c5ccccc5)CC4)ncnc3s2)cc1	0%
CC1Cc2ccccc2N1S(=O)(=O)c1nnc(NC(=O)c2cccc(F)c2)s1 (configuration not stated)	0%

molecule	aSyn yeast rescue
Cc1c(NC(=O)Nc2ccccc2C(F)(F)F)c(=O)n(-c2ccccc2)n1C	-6%
CC1CCN(c2ccc(-c3nc(-c4ccccc4)no3)cc2[N+](=O)[O-])CC1	-3%
CCOc1ccc(CNC(=O)c2cnc3c(C)cccn3c2=O)cc1	3%
Cc1cc(C)c(NS(=O)(=O)c2ccc3c(c2)NC(=O)CCS3)c(C)c1	6%
Cc1c(C(=O)Nc2ccc3c(c2)CCC3)cccc1[N+](=O)[O-]	-4%
O=C(CC1CC2CCC1C2)N1CCN(S(=O)(=O)c2ccc(F)cc2)CC1 (configuration not stated)	10%
O=C(NCCOCCn1c(=O)oc2ccccc21)Nc1ccc(F)cc1F	-2%
COc1ccccc1N1CCN(c2ncc3c(n2)CCN(Cc2ccccc2C)C3)CC1	-4%
Cn1c(C(=O)NCCc2ccccc2)cc2cc(S(=O)(=O)N3CCCCC3)ccc21	-1%
Cc1nc2c(-c3ccccc3)c(C)nn2c(C)c1CCC(=O)N1CCN(c2ccc(F)cc2)CC1	?
CCN(CC)CCNC(=O)c1cc([N+](=O)[O-])c(N(C)C)cc1OC	-3%
CCN1CCC(N(Cc2ccc(F)cc2)C(=O)Nc2cc(Cl)ccc2C(=O)OC)CC1	10%
Cc1ccc(C(=O)NN2C(=O)/C(=C/c3cccn3C)SC2=S)cc1	4%
C=Cc1ccc(Cn2c(=O)cc(C)c3c(C)nn(C)c32)cc1	-2%
Cc1ccc(C)c(Cn2c(=O)n(Cc3ccccc3)c(=O)c3c(C)c(C)sc32)c1	5%
COc1ccc(NS(=O)(=O)c2ccc3c(c2)oc(=O)n3C)cc1Cl	6%
COc1ccc(C(CNc2ccc(C(F)(F)F)cn2)N(C)C)cc1OC (configuration not stated)	7%
N#CCCN(C(=O)COC(=O)CNC(=O)c1ccc(-c2ccccc2)cc1)c1ccc(F)cc1	4%
CCOc1ccc(N(C)C(CNS(=O)(=O)c2ccccc2)c2ccccc2)cc1 (configuration not stated)	19%
Cc1cccc(N2CCN(C(=O)c3ccc4c(c3)CCN4S(=O)(=O)c3ccccc3)CC2)c1C	17%
Cc1ccc2c(c1)-c1c(cnn1CC(=O)Nc1ccccc1C#N)CO2	-3%
COc1ccc(-c2noc(N3CCC(C(=O)Nc4ccc(OC)cc4OC)CC3)n2)cc1	8%
O=C(Nc1c(C(=O)N2CCN(c3ccccc3F)CC2)oc2ccccc12)c1ccccc1F	-2%
Cc1ccc(-c2nc(SC(C)C(=O)NC3CC3)n[nH]2)cc1 (configuration not stated)	5%
CCOc1ccc(CNC(=O)C2CCCN(c3nnc(C)c4c(C)n(-c5ccccc5)nc34)C2)cc1 (configuration not stated)	6%

molecule	aSyn yeast rescue
CC1=Nc2cc(C(=O)NCCc3ccccc3)ccc2Sc2c(C)ccc(C)c21	1%
Cc1nnc(NC(=O)CSc2nnc(Cc3cccn3C)n2-c2ccccc2)s1	-1%
O=C(O)c1cnn2c1C(=O)N(Cc1cccs1)CC2	-8%
O=C(NCCCCc1ccccc1)c1nn(-c2ccccc2F)nc1CO	-9%
COc1cccc(NC(=O)c2cc3c(-c4ccc(Cl)cc4)nn(C)c3s2)c1	-32%[inhibitor]
O=C(COc1ccc(S(=O)(=O)N2CCCC2)cc1)N1CCCCC1	5%
COc1ccc(NC(=O)CSc2nncn3c2cc2occc23)c(OC)c1	-10%
CCc1ccccc1Nc1nn2c(=O)c3ccc(C(=O)NCCCOC(C)C)cc3nc2s1	0%
CC(=O)Nc1ccc(Nc2ccc3cc(S(=O)(=O)N4CCCCC4)ccc3n2)cc1	5%
O=C(O)c1ccc2cccnc2c1O	-5%
O=C(O)c1cc(S(=O)(=O)N2CCCCC2)sc1Cl	4%
Cc1cccc(C)c1-n1nnnc1C(C)(C)N1CCN(N=O)CC1	5%
Cc1ccc(S(=O)(=O)NN=Cc2c(O)ccc3ccccc23)cc1	-69%[inhibitor]
Cc1c(C)n2c(SCC(=O)NC3CCCC3)nnc2[nH]c1=O	2%
CCOC(=O)C1(Cc2cccc(OC)c2)CCN(Cc2cccc(OC)c2OC)CC1	7%
Cc1cccc(OCCCCn2c(C3CC(=O)N(c4ccc(C)cc4C)C3)nc3ccccc32)c1 (configuration not stated)	?
Cc1ccccc1NC(=O)c1cc2c(-c3ccccc3)nn(-c3ccccc3)c2s1	6%
Cc1cc(S(=O)(=O)N2CCN(CC(=O)NC(C)(C#N)C3CC3)CC2)ccc1Br (configuration not stated)	-3%
COc1cc(-c2noc(CSc3nc(-c4ccc(F)cc4)cc(=O)[nH]3)n2)cc(OC)c1OC	-6%
COc1ccc(-c2c(C)c3ccc(O)c(CN4CCCC4)c3oc2=O)cc1OC	-12%
Oc1c(C(c2ccc(F)cc2)N2CCc3ccccc3C2)sc2ncnn12 (configuration not stated)	2%
CC(C)CC(O)C1CCN(C(=O)CCc2nnc(-c3ccccc3)o2)CC1 (configuration not stated)	0%
CCc1ccc(CNC(=O)c2cnc3sc(N4CCOCC4)nn3c2=O)cc1	6%
